# High-throughput results from PubChem BioAssay.
# PKA-R2B act: PKA-R2B complex activation. P22694+P31323. PKA-R2B holoenzyme dissociation, Cy5-IP20 fluorescence polarization; R2B truncated from residue 108, S112A mutant; 0% DMSO only, 100% 113 µM cGMP. activation, % at 11.4 µM. 340,000 compounds, 0.079% hits;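 active means activation above a cutoff set at the mean over all compounds plus 3 SD, cut at about 18% in these data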;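 further: higher means more holoenzyme dissociation and a rise in polarization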
# Target sequence (P31323 whole entry, looked up, other chains not shown, the tested form may be a part): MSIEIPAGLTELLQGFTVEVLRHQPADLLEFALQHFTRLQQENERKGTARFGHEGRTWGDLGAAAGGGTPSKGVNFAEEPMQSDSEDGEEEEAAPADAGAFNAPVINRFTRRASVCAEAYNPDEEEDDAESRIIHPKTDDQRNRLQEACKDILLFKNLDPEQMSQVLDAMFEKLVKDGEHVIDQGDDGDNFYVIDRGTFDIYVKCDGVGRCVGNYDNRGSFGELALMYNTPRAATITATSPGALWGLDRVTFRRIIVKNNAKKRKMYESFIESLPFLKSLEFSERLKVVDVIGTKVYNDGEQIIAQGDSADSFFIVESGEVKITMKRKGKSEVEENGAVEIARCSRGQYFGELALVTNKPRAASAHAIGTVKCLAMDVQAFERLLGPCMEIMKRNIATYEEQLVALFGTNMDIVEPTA
# NSD2 HMT inh: blocks human histone methyltransferase NSD2. O96028. NSD2 peptide methylation, AlphaScreen, 120 min. inhibition, % at 12.5 µM. 310,000 compounds, 0.54% hits. AID 743445; in the data active means inhibition above about 50%
# SR-BI HDL uptake: blocks mouse SR-BI lipid uptake from DiI-HDL; AID 488896; inhibition, % at 12.5 µM; ldlA[mSR-BI] CHO cells, DiI-HDL uptake fluorescence, 3 h; Q61009; 320,000 compounds, 0.96% hits;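 active means mean replicate inhibition of at least 70% and a set share of replicates each scoring 70 or more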;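 further: 0% = median of neutral control wells and 100% = median of positive control wells; values of inactives mirror those of a sister screen read the other way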
# SUMO Mot1 rescue: inhibitors of SUMOylation pathway: yeast Mot1-301 growth rescue | 320,000 compounds, 1% hits | S. cerevisiae Mot1-301 growth rescue, ATP luminescence, 38.5C; percent above DMSO median, 100 means doubled | growth rescue, % at 18.8 µM;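 active means every valid replicate shows activation above 250% relative to neutral control wells; inactive means the rest, any valid replicate at or below 250%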;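 further: OY570 slx delta 5 strain wells were the positive control but not used for scaling; some compounds called inactive have numbers as strong as hits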
# DSG3 Ab inh: inhibitors of pemphigus antibody binding to human desmoglein-3; AID 588358; DSG3-coupled beads, scFv-anti-DSG3-GFP binding, flow cytometry; stronger effect = lower value; 310,000 compounds, 0.48% hits; P32926; binding (percent of control), % at 10 µM;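 active means binding more than 3 SD below its plate's average and above zero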; further: some compounds called inactive have numbers as strong as hits
# Arrestin-AP2 inh: human beta-arrestin and AP2 interaction inhibition; 340,000 compounds, 0.31% hits; inhibition, % at 10 µM; FITC-arrestin peptide / GST-AP2 beads, flow cytometry; AP2 beta2 appendage carries R879A mutation; AID 504490;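 active means inhibition above a set limit, near 3 SD of compounds lacking own fluorescence, cut at about 54% in these data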;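 further: plate controls were DMSO wells for no effect and 5 µM unlabelled arrestin peptide for full effect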
#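 system = GST-tagged AP2 beta2-adaptin appendage (R879A) on 4 µm glutathione beads | reagent = FITC-labelled arrestin peptide probe, 50 nM final | schedule = compound with beads 12 min RT, then probe 1 h RT | signal = HyperCyt-sampled flow cytometry, FL1 channel, ex 488/em 535 nm | read-out = percent response from loss of bead-bound FITC fluorescence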
# MITF act: MITF TRPM1 promoter activation in melanoma cells; SK-MEL-5 TRPM1-promoter luciferase, 24 h; % of positive control, neutral wells = 0; AID 588334; 300,000 compounds, 0.75% hits; activation, % at 12.5 µM;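 active means mean activation of at least 80% with every replicate also reaching 80%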;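 further: 0% = neutral control wells and 100% = parthenolide positive control wells; values of inactives mirror those of a sister screen read the other way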
# PKA-R1A act: activates the PKA-R1A holoenzyme complex | AID 504707 | PKA-R1A dissociation, Cy5-IP20 fluorescence polarization; scaled: DMSO 0%, 113 µM cGMP 100% | P00514+P68181 | activation, % at 11.4 µM | 340,000 compounds, 0.083% hits;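 active means percent activation above the mean of all tested compounds plus 3 SD, cut at about 19% in these data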;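 further: higher means more PKAc released from R1A so a rise in polarization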
# SR-BI DiI-HDL act: activators of SR-BI mediated HDL lipid uptake; CHO ldlA[mSR-BI] cells, DiI-HDL uptake fluorescence, 3 h; 100 = double the neutral-control signal; 320,000 compounds, 0.096% hits; activation, % at 12.5 µM;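 active means mean replicate activation of at least 60% and every replicate at or above 60%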;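 further: 0% = median plate neutral-control signal and 100% = twice that signal; values of inactives mirror those of a sister screen read the other way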
#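 Assay system: LDL receptor-deficient CHO ldlA cells overexpressing murine SR-BI / Medium: BSA-supplemented, HEPES-buffered Ham's F12, pH 7.4 / Probe or stimulus: DiI-labelled HDL at 10 µg/mL final / Timing: compound with DiI-HDL co-incubation, 3 h at 37 °C / Technique: bottom-read cell fluorescence after medium removal, ex 550/em 595 nm / Measure: HDL uptake via cellular fluorescence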
# CDK5 inh: CDK5/p35 (human) kinase inhibition; 330,000 compounds, 0.01% hits; inhibition, % at 10 µM; Q00535+Q15078; Recombinant CDK5/p35, ADP-Glo luminescence, 60 min;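 active means highest replicate inhibition of at least 50% and at least 75% of replicates reaching 50%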;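 further: plate controls were DMSO neutral control for no effect and GW8510 at 10 µM for full effect; many of its hits are not listed in these tables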
# Target sequence (Q00535 whole entry, looked up): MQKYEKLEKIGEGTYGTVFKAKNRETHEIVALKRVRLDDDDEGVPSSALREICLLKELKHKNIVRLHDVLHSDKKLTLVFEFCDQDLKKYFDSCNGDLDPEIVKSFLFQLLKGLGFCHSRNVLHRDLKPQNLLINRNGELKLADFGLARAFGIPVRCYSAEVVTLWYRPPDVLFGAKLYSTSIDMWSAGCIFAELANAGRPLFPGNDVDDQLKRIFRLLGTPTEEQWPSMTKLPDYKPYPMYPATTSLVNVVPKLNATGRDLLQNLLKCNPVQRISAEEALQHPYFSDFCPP
# Target sequence (Q15078 whole entry, looked up): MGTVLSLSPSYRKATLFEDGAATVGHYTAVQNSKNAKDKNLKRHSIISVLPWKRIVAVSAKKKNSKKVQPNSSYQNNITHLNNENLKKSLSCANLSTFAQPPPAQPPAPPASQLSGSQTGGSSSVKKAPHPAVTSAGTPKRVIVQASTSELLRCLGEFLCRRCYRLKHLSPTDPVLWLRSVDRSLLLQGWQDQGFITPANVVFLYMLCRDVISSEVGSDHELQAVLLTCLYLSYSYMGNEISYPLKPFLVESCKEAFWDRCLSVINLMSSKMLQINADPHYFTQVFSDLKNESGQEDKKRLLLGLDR
# dFosB act: mouse delta FosB homodimer activation; activation, % at 25 µM; 340,000 compounds, 0.99% hits; P13346; purified delta FosB, TAMRA-CDK5 oligo fluorescence polarization; percent of positive-control signal above neutral wells;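 active means mean activation above about 17%, with every replicate also reaching it, limit read from the data, passing the limit was not always enough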;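 further: fluorescence polarization rise as delta FosB binds a TAMRA Cdk5 AP-1 oligo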
# * = called active by the depositor; / = not tested or not shown.
cpd	molecule	PKA-R1A act	Arrestin-AP2 inh	CDK5 inh	SUMO Mot1 rescue	DSG3 Ab inh	dFosB act	SR-BI DiI-HDL act	MITF act	PKA-R2B act	NSD2 HMT inh	SR-BI HDL uptake
1	CCOC(=O)COc1ccc(C(=O)NC2CCCCC2)cc1	0.0	20.2	1.6	-5.8	93.6	-2.3	-2.3	-6.2	-4.3	8.8	2.3
2	NS(=O)(=O)c1ccc(CCNC(=O)CCCn2ncn3c(cc4occc43)c2=O)cc1	-7.8	2.1	/	0.2	101.4	-3.3	0.4	5.0	-1.5	-1.9	-0.4
3	COc1cc2c(cc1OC)C(c1ccccc1)N(C(=O)C(C)(C)C)CC2 (stereo not drawn)	-3.6	9.6	-0.5	/	113.6	-1.1	6.7	13.6	-0.6	4.8	-6.7
4	NC(=O)c1ccc(Cc2ncc(C(F)(F)F)cc2Cl)s1	1.1	9.3	1.1	-15.9	106.3	-6.8	30.2	-0.1	-2.5	-0.9	-30.2
5	Cc1ccc(C2CC(=O)Nc3cc4c(cc32)OCO4)o1 (stereo not drawn)	6.7	7.0	2.0	182.8	/	-8.1	-1.0	5.8	8.1	2.4	1.0
6	CC(C(=O)Nc1ccc2c(c1)OCO2)N1CCN(C)CC1 (stereo not drawn)	-10.2	-14.5	0.4	2.9	95.0	-5.5	/	-3.4	0.8	4.2	/
7	O=c1oc2ccccc2cc1-c1nc2ccccc2o1	8.8	7.0	-0.3	-4.8	97.1	-11.7	13.0	45.8	3.2	-4.2	-13.0
8	COC(=O)c1cc(S(=O)(=O)N2CCN(c3ccc(C(C)=O)cc3)CC2)cn1C	-2.0	6.8	-0.8	-1.9	103.7	-5.3	2.8	-1.2	4.9	-5.3	-2.8
9	Cc1ccc2c(c1)nnn2C1CCN(C(=O)c2cccs2)CC1	-8.4	8.4	-0.6	75.5	100.8	-11.1	12.0	/	-5.5	-5.7	-12.0
10	Cc1sc2ncnc(N(C)Cc3ccco3)c2c1C	-7.3	16.7	-1.1	-2.2	106.2	-0.1	/	9.6	-1.7	0.4	-0.7
11	C=CCNc1nc(C(=O)OCC(=O)N(Cc2ccccc2)C(C)C)cs1	8.7	3.4	0.2	5.0	97.9	-9.7	2.6	-2.1	5.6	-0.8	-2.6
12	CCOC(=O)C(Cc1ccccc1)C(=O)Nc1ccc(NC(=O)C(Cc2ccccc2)C(=O)OCC)cc1 (stereo not drawn)	-2.0	7.6	0.9	16.6	101.7	1.1	-17.5	5.7	3.2	0.5	17.5
13	COC(=O)c1ccc(NC(=O)Cn2nc(SC)n(N)c2=S)cc1	7.6	-25.7	-0.1	22.9	103.5	5.6	14.2	-12.5	-5.2	0.6	-14.2
14	COCCOC(=O)c1c(C)oc2ccc(NS(=O)(=O)c3ccc(C)cc3)cc12	-1.5	12.7	-0.4	-8.8	89.4	-12.8	-3.2	9.0	-2.1	-0.5	3.2
15	CCN(CC)C(=O)CCn1nc(-c2ccc(C)cc2)c2ccccc2c1=O	-4.8	-11.4	0.3	-4.9	/	-9.5	-29.5	-3.6	1.1	-0.6	29.5
16	O=C(O)c1ccccc1/C=N/n1c(C2CCCCC2)n[nH]c1=S	-0.8	9.4	0.4	-7.9	99.7	0.4	11.4	-5.3	-8.1	-1.3	-11.4
17	CCCc1cc(=O)[nH]c(SCC(=O)NC(=O)OCC)n1	-5.7	5.7	-1.5	-3.2	108.7	-1.1	10.2	3.6	-4.3	-9.4	-10.2
18	CC1(c2ccccc2)NC(=O)N(CC(=O)N2CCN(S(=O)(=O)c3cccs3)CC2)C1=O (stereo not drawn)	-6.3	4.7	1.1	-1.5	99.2	0.5	13.5	-0.9	4.5	0.2	-13.5
19	S=C(NCc1ccco1)Nc1ccc(Oc2ccccc2)cc1	2.6	6.1	1.0	4.8	103.8	-3.3	1.0	27.9	-3.1	-3.6	-1.0
20	O=C1N/C(=N\N=C\c2cccs2)SC1Cc1ccc(Cl)c(Cl)c1 (stereo not drawn)	-11.1	-1.1	0.5	17.8	101.9	11.7	-17.7	5.5	4.8	28.0	17.7
21	CCC1CCCCN1C(=O)CCNS(=O)(=O)c1ccc2c(c1)oc(=O)n2C (stereo not drawn)	-1.3	16.7	1.6	5.9	99.6	-2.0	16.5	-4.1	-7.0	2.2	-16.5
22	Nc1nc(Cl)cc(-c2ccccc2)n1	/	8.3	-0.2	-9.4	105.3	-2.2	19.9	-10.8	/	-6.1	-19.9
23	Cc1cc(C)n(-c2ccc(C(=O)Nc3cccnc3Cl)cc2)n1	1.7	27.0	0.7	1.4	98.0	-1.9	-23.2	17.8	-0.3	-2.5	23.2
24	CSc1nc2c(C)c(C)c(C)c(C)c2[nH]1	5.7	-11.7	1.1	-14.5	/	-4.4	7.0	/	-1.8	-1.0	-7.0
25	N#Cc1ccc(-c2ccc(OCC(=O)NCCCN3CCCC3=O)cc2)cc1	0.9	4.8	0.7	40.8	/	0.3	6.3	-6.2	-2.3	-0.6	-6.3
26	CCCCC(Sc1nc(C)c(Cc2ccccc2)c(=O)[nH]1)C(=O)O (stereo not drawn)	-7.3	-6.5	1.0	27.0	108.3	0.7	17.5	5.3	-1.0	-2.4	-17.5
27	COc1ccc(C(=O)N2CCCCCC2)cc1OC1CCN(C(C)=O)CC1	-0.6	-1.4	1.9	-4.3	104.6	0.2	3.0	1.1	-0.7	-0.9	-3.0
28	Cc1cc2c(Nc3ccc(C(=O)O)cc3)ncnc2s1	-3.9	5.3	-1.6	-3.6	116.5	1.5	-4.7	/	-13.1	-2.5	4.7
29	COc1cc2c(C(=O)NCc3ccc(C)o3)cn(CC(C)C)c(=O)c2cc1OC	-12.8	13.6	2.2	0.8	96.5	-10.7	-3.2	1.5	-14.4	1.0	3.2
30	COc1ccccc1/C=C/C(=O)OCC(=O)NC1CCCCCC1	3.2	-6.6	1.3	-13.1	114.9	-15.2	11.7	2.6	-4.1	-2.0	-11.7
31	COc1ccc(/C=N/OC/C(O)=C(\C#N)c2nc3ccccc3[nH]2)cc1	-7.7	5.7	-2.3	12.2	97.2	7.8	-8.5	6.1	-4.0	0.0	8.5
32	CCC(=O)NCc1cc(-c2nn(C)c(=O)c3ccccc23)ccc1OC	-0.2	-6.6	1.8	/	99.3	-3.7	10.7	-3.8	-4.0	/	-10.7
33	Cn1c(=O)c2c(nc(Br)n2Cc2nnc(N)s2)n(C)c1=O	0.7	-12.4	1.5	2.1	89.7	-1.4	17.8	5.4	9.0	2.2	-17.8
34	O=C(CSc1ccc2ccccc2n1)N1CCC(c2noc3ccc(F)cc23)CC1	-15.3	-8.4	-0.8	-26.3	106.3	4.0	25.4	-20.0	-2.5	-0.3	-25.4
35	C/C(=N\NC(=O)c1c(C)nc2ccccn12)c1cccc([N+](=O)[O-])c1	3.4	5.1	-7.5	-3.7	/	-2.9	-2.1	-14.8	-1.3	-1.3	2.1
36	O=C(Nc1ccc2nsnc2c1)N1CCCCCC1	-11.0	-0.1	-2.6	/	103.8	2.8	/	58.3	0.1	-0.3	/
37	COc1ccc(C2SCC(=O)N2CCc2ccc(OC)c(OC)c2)cc1 (stereo not drawn)	-3.2	6.2	-0.3	-5.4	104.7	-4.5	-0.2	-23.1	-10.0	-3.1	0.2
38	CCc1c(C)nc2ncnn2c1NCc1cccs1	1.9	3.5	1.0	-6.1	100.4	2.2	21.2	-4.0	-1.5	-2.2	-21.2
39	Cn1c(-c2csc(-c3cccc(C(F)(F)F)c3)n2)n[nH]c1=S	-0.3	-12.1	0.1	/	/	-4.9	-16.7	13.0	-8.3	-1.6	16.7
40	CCn1c2ccccc2c2cc(NC(=O)c3cc(OC)cc(OC)c3)ccc21	-10.6	-5.6	1.5	20.0	94.1	-4.4	-77.4	-48.8	-20.4	-1.0	77.4*
41	Cc1ccc2nc(SCC(=O)Nc3ccc4sc(C)nc4c3)c(C#N)cc2c1	-5.3	-8.8	-1.6	4.6	96.2	25.0*	-48.5	/	-5.2	-1.5	48.5
42	CC1=CC(c2ccccc2)n2nc(N3C(=O)c4ccccc4C3=O)nc2N1 (stereo not drawn)	-8.0	2.3	-1.4	39.4	77.1	-0.3	14.4	/	10.1	/	-14.4
43	Cc1c(NS(=O)(=O)c2cc(Br)cc3c2N(C(=O)C2CC2)CC3)c(=O)n(-c2ccccc2)n1C	-21.7	5.7	1.0	-8.1	103.8	-7.2	-4.5	3.3	9.2	/	4.5
44	COc1ccc(N2CCN(C(=O)CN(Cc3ccc(Cl)cc3)S(C)(=O)=O)CC2)cc1	-5.8	-2.1	-1.8	-19.7	98.0	-8.3	0.5	-2.1	-12.3	7.9	-0.5
45	CCCCc1ccc(NC(=O)CC(C)(C)C)cc1	5.1	-6.8	-2.4	-5.5	101.1	-7.9	13.7	70.2	-2.0	0.3	-13.7
46	O=C(Nc1ccccc1C(=O)Nc1ccccc1C(=O)NCc1ccco1)c1ccco1	1.4	-6.5	-2.3	4.3	92.4	-11.7	-59.2	-5.2	-7.8	-7.5	59.2
47	Cc1cc(NC(=O)c2cc(-c3cccnc3)nc3c(C)c(C)ccc23)no1	-20.6	11.8	0.7	13.6	105.6	-29.7	/	-9.7	-9.0	-0.5	/
48	CCOC(=O)/C(=N/Nc1ccccc1)N1CCCc2ccccc21	2.0	32.4	1.6	0.3	100.5	-5.6	-5.0	-2.9	-5.5	1.2	5.0
49	COc1cc(/C=C2\SC(=O)N(c3ccc(Cl)cc3)C2=O)cc([N+](=O)[O-])c1O	-7.6	2.8	2.1	/	97.6	3.6	-5.3	-11.0	-6.4	/	5.3
50	CC(C)(C)n1ncc2c(=O)n(Cc3ccc(Cl)c(Cl)c3)cnc21	-3.3	-198.9	-0.8	-17.4	117.2	7.7	26.7	-1.2	2.8	-1.1	-26.7
